GSH fluor: compound fluorescence on glutathione beads, profiling panel, artefact control, biophysical, 488/530 nm, flow cytometry; GSH beads flow cytometry, compound fluorescence 488/530 nm; stronger effect = higher value; fluorescence (KMESF) at 10 µM; hit rate 0.25% among 190,000; in the data active means fluorescence above about 89;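 further: glutathione beads carrying GST-tagged Bcl family fusion proteins plus one bare bead set; values are compound well signal with DMSO vehicle wells as background; inactives centre near 16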
Mcl1-Bid inh: Mcl-1/Bid binding inhibitors, primary screen, biochemical, TR-FRET, 1536-well. hit rate 0.97% among 220,000. TR-FRET Mcl-1/Bid-Dy647 peptide binding. inhibition, % at 21.7 µM. Induced myeloid leukemia cell differentiation protein Mcl-1 (Homo sapiens), Q07820;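 active means compounds that cut the binding signal by more than half at the single screening dose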;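 further: His-tagged Mcl-1 with europium anti-His antibody binding Bid BH3 peptide; 0% = Mcl-1 plus peptide wells and 100% = peptide-only wells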
Target sequence (Q07820 whole entry, looked up): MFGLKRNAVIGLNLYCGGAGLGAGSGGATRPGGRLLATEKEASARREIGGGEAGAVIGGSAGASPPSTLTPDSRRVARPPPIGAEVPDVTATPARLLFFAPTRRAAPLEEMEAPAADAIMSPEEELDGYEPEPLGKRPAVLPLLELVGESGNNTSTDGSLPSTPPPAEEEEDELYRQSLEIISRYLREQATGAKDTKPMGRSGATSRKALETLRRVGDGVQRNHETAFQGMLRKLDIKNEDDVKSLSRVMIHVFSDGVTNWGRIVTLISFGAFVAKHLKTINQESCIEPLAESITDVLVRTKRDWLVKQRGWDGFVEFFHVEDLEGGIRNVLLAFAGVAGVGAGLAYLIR
Bim-Mcl-1: inhibitors of Bim peptide binding to Mcl-1, primary screen, biochemical, bead-based flow cytometry, multiplex; Induced myeloid leukemia cell differentiation protein Mcl-1 (Homo sapiens), Q07820; Bim peptide-Mcl-1 binding; inhibition, % at 10 µM; hit rate 0.1% among 190,000;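 further: 0% = no compound tracer wells and 100% = peptide blocker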
Bcl-XL Bim block: inhibitors of Bim-Bcl-XL binding, primary screen, biochemical, multiplexed, bead flow cytometry, human Bcl-XL. Bcl-2-like protein 1 (Homo sapiens), Q07817. Bim peptide-Bcl-XL binding, fluorescence. inhibition, % at 10 µM. hit rate 0.04% among 190,000
Target sequence (Q07817 whole entry, looked up): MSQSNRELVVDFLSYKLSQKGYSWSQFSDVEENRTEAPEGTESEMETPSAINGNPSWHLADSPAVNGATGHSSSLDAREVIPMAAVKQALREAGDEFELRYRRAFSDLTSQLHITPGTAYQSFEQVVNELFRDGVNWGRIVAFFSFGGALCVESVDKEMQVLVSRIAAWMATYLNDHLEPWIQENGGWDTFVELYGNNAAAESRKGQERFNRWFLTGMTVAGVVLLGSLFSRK
RGS7-Gao: RGS7-Galphao binding modulators, primary screen, biochemical, multiplexed bead flow cytometry; Guanine nucleotide-binding protein G(o) subunit alpha (Homo sapiens), P09471; actives lie on both sides; binding response (% of control), % at 10 µM; hit rate 0.35% among 220,000; AID 1439, 2008; in the data active means binding response below about 49% or above about 150%; inconclusive means no clear call, values can overlap the other calls; inactive means in between;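 further: fluorescent Galphao held in activated GDP-AlF4 state binding bead-coupled RGS7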
Target sequence (P09471 whole entry, looked up): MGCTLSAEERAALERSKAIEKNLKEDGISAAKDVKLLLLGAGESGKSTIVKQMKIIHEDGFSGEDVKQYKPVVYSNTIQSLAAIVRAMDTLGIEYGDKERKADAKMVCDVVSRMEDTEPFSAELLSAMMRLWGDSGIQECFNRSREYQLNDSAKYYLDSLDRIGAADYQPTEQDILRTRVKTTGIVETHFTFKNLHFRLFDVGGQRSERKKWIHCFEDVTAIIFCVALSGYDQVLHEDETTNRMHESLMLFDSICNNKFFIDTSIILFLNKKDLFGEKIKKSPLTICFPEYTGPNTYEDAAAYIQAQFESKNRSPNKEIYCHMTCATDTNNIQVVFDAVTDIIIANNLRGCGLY
RGS4-Gao reg: modulators of RGS4 binding to Galphao, primary screen, biochemical, multiplexed bead flow cytometry | actives lie on both sides | binding response (% of control), % at 10 µM | Guanine nucleotide-binding protein G(o) subunit alpha (Homo sapiens), P09471 | hit rate 0.33% among 220,000; in the data active means binding response below about 49% or above about 150%; inactive means in between;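 further: fluorescent Galphao activated with aluminum fluoride binding bead-coupled RGS4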
Bfl-1 Bim block: inhibitors of Bim binding to Bfl-1, primary screen, biochemical, multiplexed, bead-based flow cytometry | Bim-Bfl-1 binding inhibition | inhibition, % at 10 µM | hit rate 0.12% among 190,000 | AID 1008, 2008 | Bcl-2-related protein A1 (Homo sapiens), Q16548;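 further: 0% = wells without compound plus tracer and 100% = blocker peptide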
Bim-Bcl-B: inhibitors of Bim-Bcl-B binding, primary screen, biochemical, multiplexed, human Bcl-2 family; Bcl-2-like protein 10 (Homo sapiens), Q9HD36; bead-based flow cytometry, Bim peptide-Bcl-B binding; inhibition, % at 10 µM; hit rate 0.073% among 190,000; AID 951, 2007;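 further: 0% = tracer peptide without compound and 100% = reference inhibitor peptide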
RGS8-Gao reg: RGS8-Galphao binding modulators, primary screen, biochemical, multiplexed bead flow cytometry; Guanine nucleotide-binding protein G(o) subunit alpha (Homo sapiens), P09471; actives lie on both sides; response (percent of control binding), % at 10 µM; hit rate 0.34% among 220,000; AID 1423, 2008; in the data active means response below about 60% or above about 140%; inactive means in between;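 further: Galphao activated as the GDP aluminium fluoride complex binding bead-coupled RGS8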
Bim-Bcl-2: inhibitors of Bim-Bcl-2 binding, primary screen, biochemical, multiplexed, human Bcl-2 family. AID 950, 2007. hit rate 0.06% among 190,000. Bead-based flow cytometry, Bim peptide-Bcl-2 binding. inhibition, % at 10 µM; in the data active means inhibition above about 40%; inconclusive means no clear call, values can overlap the other calls;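 further: 0% = no compound wells with probe peptide and 100% = reference peptide inhibitor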
Bcl-W Bim block: inhibitors of Bim binding to Bcl-W, primary screen, biochemical, multiplexed, bead-based flow cytometry | Bcl-2-like protein 2 (Homo sapiens), Q92843 | Bim peptide-Bcl-W binding | inhibition, % at 10 µM | hit rate 0.02% among 190,000 | AID 952, 2007;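 further: 0% = bound tracer without compound and 100% = peptide blocker; higher means less fluorescent Bim peptide bound to Bcl-W beads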
An asterisk follows results filed as active; u = inconclusive. Unless noted, no stated cut-off is given here; in the data, active means inhibition above about 40%.

SMILES	GSH fluor	Mcl1-Bid inh	Bim-Mcl-1	Bcl-XL Bim block	RGS7-Gao	RGS4-Gao reg	Bfl-1 Bim block	Bim-Bcl-B	RGS8-Gao reg	Bim-Bcl-2	Bcl-W Bim block
O=C(OCCN1CCOCC1)C(c1ccccc1)c1ccccc1	22	2	-8	-11	96	99	-26	-11	99	-12	-4
O=C(CSc1ncnc2c1oc1ccccc12)Nc1cccc(F)c1	26	-16	-1	-6	100	101	-17	-7	100	-9	-2
CCOC(=O)c1nnn(CC(=O)Nc2cccc(OC)c2)c1C(=O)OCC	26	-25	-3	-2	99	98	1	-4	100	1	-3
CC1=C(C(=O)N2CCCCC2)C2(CCC(C)CC2)OC1=O (stereo not drawn)	27	-12	-1	-2	104	104	-1	-1	105	-5	-4
CCc1c(C)sc(NC(=O)c2cc(C)on2)c1C#N	16	-2	-2	-2	100	103	0	-1	101	0	-2
Cc1cc(C)nc(/N=C(/NC(=O)c2ccccc2)Nc2ccccc2)n1	11	4	-4	-2	106	100	-1	-2	104	1	-6
Cc1ccc(NC(=O)CC(=O)NCCN2CCOCC2)cc1	15	3	-2	-1	100	98	-1	-1	100	-1	-1
CCOC(=O)N1CCN(C(=O)Nc2cccc3ccccc23)CC1	11	-12	-1	-2	105	105	-3	-2	104	0	-3
COc1cc(OC)c(OC)cc1/C=N/Nc1ncnc2c1[nH]c1ccccc12	9	9	1	0	95	95	-12	-1	100	-4	2
C#CCOCCOCCOCCNc1nc(N2CCOCC2)nc(N2CCN(C(=O)[C@H]([C@@H](C)CC)n3cc([C@@H](N)CO)nn3)CC2)n1	21	3	0	-4	97	99	-5	-3	97	-7	0
CCNC(=O)OCc1cn(-c2ccccc2)nn1	10	8	26	-3	104	104	-2	0	102	-4	-2
COc1cccc(/C=C/C(=C2/C(=O)N(c3ccccc3)N=C2C)c2ccc(Br)cc2)c1OC	20	27	-5	-11	92	94	-8	-5	100	0	-7
COc1cccc(NC(=O)Nc2ccc(Cc3ccncc3)cc2)c1	23	-3	1	-2	103	105	0	0	104	4	2
CSCCC(=O)N1CCCC(CNC(=O)c2ccccc2Cl)C1 (stereo not drawn)	12	-20	-2	1	106	103	-6	0	104	0	0
CN1CCN(NC(=S)NC(C)(C)CC(C)(C)C)CC1	11	-40	0	0	105	103	-8	1	105	0	-3
CCOC(=O)N1CCC(N2Cc3cccc(C(=O)Nc4ccc(CC)cc4)c3C2=O)CC1	5	4	2	-2	100	99	-9	0	101	-7	2
CC(C)c1ccc(S(=O)(=O)c2n[nH]n3c2nc(=O)c2ccccc23)cc1	25	28	3	-6	97	101	-13	-3	101	-6	0
COc1ccc(-c2c3c(=O)n(C)c(=O)n(C)c3cn2Cc2cccnc2)cc1	54	-77	-2	8	97	97	-7	-6	96	-9	0
COc1ccc(C2C(C(=O)NC(C)C)c3ccccc3C(=O)N2C)cc1OC (stereo not drawn)	48	-34	1	2	118	110	5	6	97	1	2
Cc1ccc(-n2[nH]c(C)c(C=Nc3ccc4[nH]c(=O)[nH]c4c3)c2=O)cc1	10	10	2	-2	101	105	-2	0	109	-1	-1

Part of the list above, as a markdown table.
| molecule | GSH fluor | Mcl1-Bid inh | Bim-Mcl-1 | Bcl-XL Bim block | RGS7-Gao | RGS4-Gao reg | Bfl-1 Bim block | Bim-Bcl-B | RGS8-Gao reg | Bim-Bcl-2 | Bcl-W Bim block |
| --- | --- | --- | --- | --- | --- | --- | --- | --- | --- | --- | --- |
| CN1CCN(NC(=S)NC(C)(C)CC(C)(C)C)CC1 | 11 | -40 | 0 | 0 | 105 | 103 | -8 | 1 | 105 | 0 | -3 |
| COc1cccc(/C=C/C(=C2/C(=O)N(c3ccccc3)N=C2C)c2ccc(Br)cc2)c1OC | 20 | 27 | -5 | -11 | 92 | 94 | -8 | -5 | 100 | 0 | -7 |

Reprinted from the entries so far (eleven entries):
SMILES	GSH fluor	Mcl1-Bid inh	Bim-Mcl-1	Bcl-XL Bim block	RGS7-Gao	RGS4-Gao reg	Bfl-1 Bim block	Bim-Bcl-B	RGS8-Gao reg	Bim-Bcl-2	Bcl-W Bim block
C#CCOCCOCCOCCNc1nc(N2CCOCC2)nc(N2CCN(C(=O)[C@H]([C@@H](C)CC)n3cc([C@@H](N)CO)nn3)CC2)n1	21	3	0	-4	97	99	-5	-3	97	-7	0
CCNC(=O)OCc1cn(-c2ccccc2)nn1	10	8	26	-3	104	104	-2	0	102	-4	-2
COc1cccc(/C=C/C(=C2/C(=O)N(c3ccccc3)N=C2C)c2ccc(Br)cc2)c1OC	20	27	-5	-11	92	94	-8	-5	100	0	-7
COc1cccc(NC(=O)Nc2ccc(Cc3ccncc3)cc2)c1	23	-3	1	-2	103	105	0	0	104	4	2
CSCCC(=O)N1CCCC(CNC(=O)c2ccccc2Cl)C1 (stereo not drawn)	12	-20	-2	1	106	103	-6	0	104	0	0
CN1CCN(NC(=S)NC(C)(C)CC(C)(C)C)CC1	11	-40	0	0	105	103	-8	1	105	0	-3
CCOC(=O)N1CCC(N2Cc3cccc(C(=O)Nc4ccc(CC)cc4)c3C2=O)CC1	5	4	2	-2	100	99	-9	0	101	-7	2
CC(C)c1ccc(S(=O)(=O)c2n[nH]n3c2nc(=O)c2ccccc23)cc1	25	28	3	-6	97	101	-13	-3	101	-6	0
COc1ccc(-c2c3c(=O)n(C)c(=O)n(C)c3cn2Cc2cccnc2)cc1	54	-77	-2	8	97	97	-7	-6	96	-9	0
COc1ccc(C2C(C(=O)NC(C)C)c3ccccc3C(=O)N2C)cc1OC (stereo not drawn)	48	-34	1	2	118	110	5	6	97	1	2
Cc1ccc(-n2[nH]c(C)c(C=Nc3ccc4[nH]c(=O)[nH]c4c3)c2=O)cc1	10	10	2	-2	101	105	-2	0	109	-1	-1

Further records follow:
SMILES	GSH fluor	Mcl1-Bid inh	Bim-Mcl-1	Bcl-XL Bim block	RGS7-Gao	RGS4-Gao reg	Bfl-1 Bim block	Bim-Bcl-B	RGS8-Gao reg	Bim-Bcl-2	Bcl-W Bim block
O=C(CNC(=O)Cc1ccccc1)NCC(=O)OCc1ccc(C(=O)c2ccccc2)cc1	25	-6	-2	1	94	95	-4	-1	103	-1	1
CCOC(=O)C1=C(C)NC(=O)NC1c1cccc(O)c1 (stereo not drawn)	28	-19	-2	-2	86	85	0	-3	95	-2	0
CC1Oc2ccccc2OC1(O)c1ccccn1 (stereo not drawn)	8	-7	-3	-3	97	96	-2	0	82	0	0
CCOc1cc(C(=O)NCCOC)cc(OCC)c1OCC	11	-9	2	0	102	106	0	2	103	0	1
Cc1cc2c3c(c1)C1(SCC(=O)N1c1ccc(F)cc1)C(=O)N3C(C)(C)CC2C (stereo not drawn)	45	-54	-99	9	97	97	-2	-26	102	-9	0
O=C(NC(=S)Nc1ccccc1O)c1ccc(-c2ccc(Cl)cc2)o1	23	-57	-5	-9	99	102	-3	-7	99	-3	-6
O=C(c1ccc2c(c1)OCCCO2)c1cccs1	24	14	0	-3	100	99	-11	-8	102	-8	1
Cc1cccc(N2CC(c3nc4ccccc4n3C)CC2=O)c1C (stereo not drawn)	13	0	-4	-6	103	104	-4	-8	103	-2	-6
Cn1c(=O)n(C)c2cc(NS(=O)(=O)c3ccc(Cl)s3)ccc21	71	-6	-2	-2	101	101	2	-3	101	-5	-2
CC(NC(=O)c1cccnc1)C(c1cccs1)N1CCOCC1 (stereo not drawn)	14	-8	0	-2	97	99	0	-1	99	3	-1
O=C1[C@@H]2[C@@H]3C[C@@H]([C@H]4ON=C(c5ccc(Cl)cc5Cl)[C@@H]34)[C@@H]2C(=O)N1C1CCCCC1	9	-4	0	-4	103	101	-19	-9	98	-20	-3
CCOC(=O)C(Sc1nnc(-c2ccncc2)o1)C(C)=O (stereo not drawn)	16	-9	1	-1	103	101	-1	0	100	20	-1
Cc1ccc(NC(=O)/C(=C\c2cccc(Br)c2)NC(=O)c2ccco2)cc1	28	-15	-2	-3	94	98	-15	-9	99	-9	1
CCN1CCCC1CNCc1ccc(Cl)cc1Cl (stereo not drawn)	65	15	-1	-11	100	96	2	-1	75	0	-2
Cc1ccc(CNC(=O)C2CCC(CNc3c(N4CCOCC4)c(=O)c3=O)CC2)cc1 (stereo not drawn)	23	-30	-1	-2	83	69	-1	-2	74	3	2
CCCCCC/C(=N\NS(C)(=O)=O)c1ccccc1	24	-9	-1	-2	100	100	-17	-8	105	-8	-1
CCCOc1ccccc1C1NC(=O)NC(C)=C1C(=O)OCc1ccccc1 (stereo not drawn)	18	8	1	0	96	98	1	1	97	-4	-1
COc1ccc(Cl)cc1S(=O)(=O)NCc1cccs1	33	-8	-5	-9	99	102	-17	-10	102	-10	-3
COc1cccc(C(=O)NC(C)C(c2cccs2)N2CCOCC2)c1 (stereo not drawn)	26	-2	0	-2	104	102	-7	-3	106	-3	1
COc1ccccc1C(=O)NCC1CCN(c2ccc(S(=O)(=O)N3CCOCC3)cc2)CC1	14	-24	0	-1	108	98	0	0	104	1	1
O=C1NC(=Nc2cccc(Cl)c2)SC1Cc1cccc(Cl)c1Cl (stereo not drawn)	22	-20	0	0	102	106	-2	0	95	0	0
Cc1sc2nc(C(C)Sc3n[nH]c(N)n3)[nH]c(=O)c2c1C (stereo not drawn)	13	-18	2	-1	u	98	0	-4	100	0	0
O=C(Nc1ncccn1)C1CCCCC1	10	-56	-3	-1	94	96	-6	-4	96	-2	-3
CC(=O)n1c2c(c3ccccc31)OC(N)=C(C#N)C2c1ccc(C(C)C)cc1 (stereo not drawn)	14	2	3	0	98	104	-6	-3	99	-4	6
CC(C)(C)C(=O)Nc1nc(-c2ccccc2)ns1	16	5	14	-3	93	95	1	-2	82	-1	-4
O=C(COc1ccc(-c2nnco2)cc1)N1CCN(S(=O)(=O)c2ccc3ccccc3c2)CC1	22	-36	15	-4	100	101	-9	0	100	0	0
O=C(COc1ccc(Br)cc1F)N1CCN(c2ncccn2)CC1	17	0	0	1	100	103	-4	0	102	-1	2
Cc1ccc(NC(=O)c2ccco2)cc1NC(=O)CSc1nnc(-c2cccs2)n1C	38	4	-2	-3	106	104	-5	-5	104	-4	-1
CCCCn1c(=O)[nH]c(=O)c2c1ncn2Cc1ccco1	16	-38	0	0	100	100	-5	-5	98	0	-3
CCCC(=O)Nc1nc2c(c(=O)[nH]1)CCCC2	11	-17	-4	-6	96	99	-11	-7	102	-9	2

Screens (PubChem BioAssay)
